# From PubChem
# LGR2 antag – blocks bursicon-induced cAMP signaling via Drosophila LGR2. HEK293 LGR2, CRE-luciferase, bursicon-stimulated, 4 h. inhibition, % at 9.99 µM. hit rate 0.35% among 380,000. AID 720647;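 active = drop in luminescence signal, shown as inhibition above about 50% in the replicate tests, limit read from the data, passing the limit was not always enough; inconclusive = probably only some replicates passing the limit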;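 note: agonist challenge used bursicon conditioned medium at about half maximal strength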
# ARNT-TACC3 inh – disruptors of human ARNT/TACC3 interaction; hit rate 0.66% among 390,000; Q9Y6A5; AlphaScreen His-ARNT PAS-B/GST-TACC3 binding, luminescence; TACC3 fragment carries E629A point mutation; inhibition, % at 9.99 µM; AID 623870;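 active = mean inhibition of replicates at least 50% and at least half of replicates each reaching 50%; inconclusive = half or more replicates reach 50% but mean below 50%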;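 note: 0% = complete ARNT plus TACC3 wells and 100% = ARNT alone without TACC3; many hits fall short of the cut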
# DENV2 CPE – protects cells from dengue virus 2 cytopathic effect. DENV2-infected cells, cytopathic effect rescue, plate reader. CPE inhibition, % at 9.99 µM. hit rate 1.7% among 350,000; in the data active = CPE inhibition above about 20%, passing the limit was not always enough; inconclusive = no clear call, values can overlap the other calls; tested in BHK-21 cells;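 note: 0% = median of neutral control wells and 100% = median of positive control wells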
# EWS-Fli block – inhibitors of EWS/Fli oncoprotein transcriptional activity | hit rate 0.67% among 350,000 | inhibition, % at 12.6 µM | A673 NR0B1-luciferase reporter, viability-normalised | AID 651661;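 active = mean inhibition of at least 50% after viability correction, with every replicate also passing that limit; inconclusive = mean reaches 50% but only one of two replicates passes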;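 note: firefly luciferase signal divided by Alamar Blue viability fluorescence both relative to DMSO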
# Casp6 inh – inhibitors of human caspase-6 | purified caspase-6, Z-VEID-R110 cleavage fluorescence | inhibition, % at 12.5 µM | hit rate 0.53% among 350,000 | AID 686996;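 active = mean inhibition across replicates at least about 35%, with every replicate also reaching that limit, limit read from the data; inconclusive = only one of the two criteria met; inactive = neither criterion met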;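 note: 0% = median of neutral control wells and 100% = no fluorescence left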
# Target sequence (P55212 24-179 limits assumed): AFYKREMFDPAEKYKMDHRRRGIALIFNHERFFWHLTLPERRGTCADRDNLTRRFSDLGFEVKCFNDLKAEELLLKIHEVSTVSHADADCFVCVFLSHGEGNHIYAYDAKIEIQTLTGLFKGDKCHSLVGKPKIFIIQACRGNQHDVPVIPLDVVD
# Target sequence (P55212 194-293 limits assumed): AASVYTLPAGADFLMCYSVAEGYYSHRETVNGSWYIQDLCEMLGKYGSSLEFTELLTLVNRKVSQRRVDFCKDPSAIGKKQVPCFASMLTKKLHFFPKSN
# SIRT5 block – sirtuin-5 (human) deacylase inhibition. Q9NXA8. Purified SirT5, succinyl-peptide AMC, trypsin-coupled fluorescence. inhibition, % at 15 µM. hit rate 1.1% among 330,000; in the data active = inhibition above about 15%; inconclusive = no clear call, values can overlap the other calls
# Target sequence (Q9NXA8 whole entry, looked up): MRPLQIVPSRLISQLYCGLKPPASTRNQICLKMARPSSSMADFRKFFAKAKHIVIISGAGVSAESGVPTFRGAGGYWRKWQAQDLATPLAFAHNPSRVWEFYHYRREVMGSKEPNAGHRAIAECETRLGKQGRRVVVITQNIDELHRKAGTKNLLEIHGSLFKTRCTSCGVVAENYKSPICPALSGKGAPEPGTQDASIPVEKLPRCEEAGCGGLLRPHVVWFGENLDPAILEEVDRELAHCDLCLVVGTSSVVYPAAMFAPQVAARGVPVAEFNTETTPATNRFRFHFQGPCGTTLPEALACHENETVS
# PAX8 inh HTS – PAX8 transcriptional activity inhibition; RMG-I TPO-luciferase reporter, SteadyGlo, 24 h; inhibition, % at 12.6 µM; hit rate 1.2% among 360,000; AID 652154;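 active = mean replicate inhibition at least 60% with every replicate also reaching 60%; inconclusive = only one of the two criteria is met; inactive = mean below 60% and not all replicates reaching 60%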;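 note: luciferase light reporting Pax8 driven TPO promoter activity; plate controls were median of neutral control wells for no effect and mitoxantrone controls for full effect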
# Active calls of the source: *; ? = inconclusive; nt = no result given.
SMILES	SIRT5 block	Casp6 inh	DENV2 CPE	LGR2 antag	EWS-Fli block	ARNT-TACC3 inh	PAX8 inh HTS
C[C@H](CO)N1C[C@H](C)[C@H](CN(C)C(=O)Nc2ccccc2)Oc2ccc(NC(=O)Nc3ccc4c(c3)OCO4)cc2C1=O	nt	nt	-2	12	-24	10	9
CC(C)c1onc(C(=O)NCc2ccc(Cl)cc2)c1[N+](=O)[O-]	1	0	-5	-7	6	-6	18
C[C@@H]1CN([C@H](C)CO)C(=O)Cc2cc(NS(=O)(=O)c3ccc(F)cc3)ccc2O[C@@H]1CN(C)S(C)(=O)=O	0	0	31*	-5	0	-2	-25
CCOc1ccc(S(=O)(=O)N2CCN(Cc3ccc4c(c3)OCO4)CC2)cc1C	-4	1	7	8	0	-15	-2
COc1ccc(NC(=O)N(C)C[C@H]2Oc3ccc(NS(=O)(=O)c4ccc(C)cc4)cc3C(=O)N([C@H](C)CO)C[C@@H]2C)cc1	nt	nt	nt	-3	-7	nt	17
C[C@@H]1CCCCO[C@@H](CN(C)C(=O)Cc2ccccc2)[C@H](C)CN([C@H](C)CO)C(=O)c2cc(NC(=O)NC3CCCCC3)ccc2O1	nt	nt	15	14	-3	-16	3
Brc1ccccc1OCCCCn1cnc2ccccc21	1	4	-6	-34	-34	2	-84
COc1cccc(NC(=O)Nc2ccc3nsnc3c2)c1	4	2	-4	-63	-112	7	nt
COc1ccc(CN(C)C[C@@H]2Oc3ccc(NC(=O)NC4CCCCC4)cc3CC(=O)N([C@H](C)CO)C[C@@H]2C)cc1	15*	-2	0	7	nt	-5	-3
O=C(OC(c1ccc(NS(=O)(=O)c2ccccc2)cc1)(C(F)(F)F)C(F)(F)F)c1ccccc1	0	-2	-12	11	5	-2	44
C#CCOCCOCCOCCNc1nc(N2CCN(C(=O)[C@H](CCC(=O)O)n3cc(CN)nn3)CC2)nc(N2CCN(C(=O)[C@H](CCCCN)n3cc([C@@H](N)CC(N)=O)nn3)CC2)n1	-6	-141	1	-6	4	6	-1
COCCNC(=O)C[C@H]1CC[C@@H]2[C@@H](COc3ccc(NC(=O)Cc4ccccc4)cc3C(=O)N2C)O1	6	nt	16	-1	-1	7	-9
Cc1cccc(C)c1NC(=O)C[N+](C)(C)CC(O)COc1cccc2ccccc12 (stereo not given)	1	5	6	22	3	7	15
CC(C)CCNC(=O)Cn1c(=O)oc2cc(S(=O)(=O)N3CC(C)CC(C)C3)ccc21 (stereo not given)	-1	-4	0	5	41	3	5
Cc1cc(C)cc(-n2ncc3c2CCCC3NC(=O)CN2CCCC2=O)c1 (stereo not given)	-3	-1	-3	-5	nt	7	-16
CCCC(=O)N(Cc1cc2cccc(C)c2[nH]c1=O)c1ccccc1OC	-4	1	nt	7	nt	-2	nt
C[C@H]1CN([C@@H](C)CO)C(=O)c2cccc(NC(=O)Nc3ccc(C(F)(F)F)cc3)c2O[C@H]1CN(C)CC1CC1	7	-2	12	nt	-4	26	-13
O=C(Cc1ccc(Br)cc1)NNC(=O)Nc1ccc(Cl)cc1	-4	20	1	nt	12	-2	0
COc1ccc(CN2CCN(Cc3cccc(Oc4ccccc4)c3)CC2)c(OC)c1OC	-3	-3	3	-9	18	10	0
CC(O)(c1ccc(F)c(F)c1)c1nc(-c2cccc(F)c2)cs1 (stereo not given)	nt	5	9	7	8	nt	9
Cc1nn(CC(=O)NCCCN2CCCCC2)c(=O)c2cccn12	-4	-12	6	-9	nt	nt	8
NC(=O)CSc1nnc2ccc(-c3ccc(F)cc3)nn12	-6	0	-4	5	-1	5	-4
O=S(=O)(Cc1ccccc1)N1CCCCN2[C@H](C1)[C@@H](c1ccc(-c3ccc(F)cc3)cc1)[C@@H]2CO	nt	nt	nt	7	-7	8	-20
CC(=O)OC1CSC2c3ccccc3C(=O)N2Cc2sccc21 (stereo not given)	-3	5	7	11	7	-1	-8
CCN1[C@H](C(=O)Nc2ccccc2)[C@@H](CO)[C@@H]2Cn3c(ccc(-c4ccccc4)c3=O)[C@@H]21	-3	0	-4	-8	5	7	nt
CN1C(=O)c2cc(NC(=O)c3ccc(C#N)cc3)ccc2OC[C@H]2O[C@@H](CC(=O)NC3Cc4ccccc4C3)CC[C@@H]21	5	0	75*	-3	-16	-2	-41
C[C@H]1CN([C@@H](C)CO)C(=O)c2cc(NC(=O)Nc3ccc4c(c3)OCO4)ccc2O[C@@H]1CN(C)S(=O)(=O)c1cn(C)cn1	0	-2	5	10	-5	-6	nt
CCc1nc2sc3c(c2c(=S)[nH]1)CC(C)(C)OC3	-5	2	1	-1	-13	5	-25
COc1cc(C(=O)NCCC(=O)NCCCN2CCCCC2C)cc(OC)c1OC (stereo not given)	4	3	6	0	2	4	nt
COc1ccc(N(CC(=O)Nc2ccccc2C(=O)O)S(=O)(=O)c2ccc(C)c([N+](=O)[O-])c2)cc1	-6	5	?	-6	-2	1	-14
O=C(Nc1ccccc1)c1ccccc1NC(=O)[C@H]1CCCC[C@H]1C(=O)O	-3	1	-1	-14	6	-19	-37
CCOc1ccc(NC(=O)c2ccc3c(c2)S(=O)(=O)N=C2CCCCCN23)cc1	-6	-2	?	7	-11	nt	-13
Cc1ccc(S(=O)(=O)N(C)C[C@@H]2Oc3ccc(NS(=O)(=O)c4cn(C)cn4)cc3C(=O)N([C@@H](C)CO)C[C@@H]2C)cc1	nt	nt	nt	24	0	nt	-15
C[C@H](CO)N1C[C@H](C)[C@@H](CN(C)S(=O)(=O)c2ccc(F)cc2)Oc2ccc(NS(=O)(=O)c3cn(C)cn3)cc2C1=O	11	2	15	5	-5	-3	nt
COc1cccc(-c2cnc3c(c2)C(=O)N([C@H](C)CO)C[C@H](C)[C@@H](CN(C)Cc2ccc(F)cc2)O3)c1	-5	3	-1	-4	-1	11	nt
CCOC(=O)[C@H]1[C@H]2COc3ccc(C)cc3[C@@H]2N2C(=O)c3ccc(Cl)cc3NC(=O)[C@@]12C	nt	2	-4	17	24	-2	8
CCCCn1c(N)c(N(CC(C)C)C(=O)C2=NN(c3ccccc3)C(=O)CC2)c(=O)[nH]c1=O	-2	0	-2	1	-1	nt	10
Cc1cc(C)cc(C(=O)NCC(=O)N(C)CCOc2ccccc2)c1	0	-1	-4	2	4	nt	3
Cc1cccc(S(=O)(=O)N2CC[C@@H]3[C@H](CO)Nc4ccc(C#Cc5ccc(F)cc5)cc4[C@@H]32)c1	6	1	0	8	14	-2	-2
CCCCCCCCN1C(=O)[C@@H](CC(=O)N2CCCCC2)C[C@@]2(C(=O)OC)C1=C[C@H](C(C)(C)C)O[C@@H]2C	nt	-2	14	3	29	nt	10
O=C(Nc1cccc(OC(F)(F)F)c1)C1Cc2c(-c3ccc4c(c3)OCO4)ccnc2O1 (stereo not given)	nt	1	-3	2	1	nt	-35
COc1ccccc1-c1cc(C(=O)N2CCCC2)no1	0	-1	1	-95	-87	-18	-189
Cc1ccc(S(=O)(=O)N(C)C[C@@H]2OCCCC[C@@H](C)Oc3ccc(NC(=O)c4ccccc4)cc3C(=O)N([C@@H](C)CO)C[C@@H]2C)cc1	1	-4	-1	10	6	1	27
Cc1ccc(-c2nc3cnccn3c2Nc2c(C)cccc2C)o1	-1	0	?	0	3	-8	19
COc1ccc(CN(C)C(=O)C2CSC3(C)CCC(=O)N23)cc1 (stereo not given)	-7	-139	13	15	-4	2	10
COC(=O)CN1C(=O)[C@H]2[C@@H](c3ccc(C)o3)N3C(=O)CN(Cc4ccccn4)C(=O)[C@@]3(C)[C@H]2C1=O	nt	-1	-7	nt	-1	9	6
CN(Cc1ccc(C(C)(C)C)cc1)C(=O)C1CCN(C(=O)Nc2ccccc2)CC1	2	-5	-4	-6	4	-3	-9
Cc1ccsc1-c1nc(CN2C[C@@H](C)O[C@@H](C)C2)c(C)o1	-3	2	0	-1	-10	-1	-1
COc1ccc2nc(C)cc(SCC(=O)O)c2c1	3	2	nt	11	nt	4	-2
COc1c(Br)cc(C(N)=O)cc1OCc1ccccc1	-3	-2	-1	-2	-6	-11	-9
CCN1[C@@H]2c3ccc(-c4ccccc4OC)c(=O)n3C[C@@H]2[C@@H](CO)[C@@H]1C(=O)N(C)C	4	0	-12	-1	-2	-4	6
COCC(=O)Nc1ccc2c(c1)C(=O)N(C)[C@@H]1CC[C@H](CC(=O)NC3Cc4ccccc4C3)O[C@@H]1CO2	0	-3	-8	-3	3	4	-13
CCC(C)[C@H]1CNCCN1CC1(c2ccccc2)CC1 (stereo not given in full)	nt	nt	13	-9	14	-1	5
COc1ccc(NC2=C(c3ccc(OC)cc3)C(=O)c3ccccc32)cc1	2	3	-3	-18	0	-19	-16
Cc1cc(C)c(-c2csc(NC(=O)C3=COCCO3)n2)cc1C	-27	2	-2	-83	-32	7	-91
C[C@H](CO)N1C[C@H](C)[C@H](CN(C)C(=O)Nc2ccccc2)Oc2ncc(-c3cccnc3)cc2C1=O	-4	-1	0	-4	0	33	7
Cc1ccc(NC(=O)[C@@H]2CCCN2S(=O)(=O)c2ccc(Cl)cc2)cc1	-3	1	6	-4	1	-4	-8
O=C(Nc1ccc(NC(=S)NC(=O)c2ccco2)cc1)c1ccccc1	-2	0	-4	3	-12	1	-36
O=C(/C(C=Nc1ccc(F)cc1)=C(/O)c1ccco1)C(F)(F)F	nt	nt	nt	33	nt	3	-50
Cc1ccccc1NC(=O)c1nn(C)c2c1CS(=O)(=O)c1ccccc1-2	-2	6	3	-7	-12	-2	14

# Later entries:
SMILES	SIRT5 block	Casp6 inh	DENV2 CPE	LGR2 antag	EWS-Fli block	ARNT-TACC3 inh	PAX8 inh HTS
CN(CC(=O)Nc1ccccc1[N+](=O)[O-])Cc1ccc(Br)cc1	-2	7	-2	7	-1	1	0
CCn1c(SCc2nc3cc(OC)c(OC)cc3c(=O)[nH]2)nc2ccccc21	2	-2	-5	15	-4	5	11
Cc1cccc(C(=O)Nc2ccc(NC(=O)c3ccccc3)cc2)c1	1	0	-6	-4	-8	3	23
Cc1ccccc1-c1nc(CS(=O)(=O)CC(=O)N2CCOCC2)c(C)o1	1	-2	-2	-18	-5	-5	6
O=C(O)CC/C(=C\c1cc2c(cc1Br)OCO2)c1nc2ccccc2s1	2	5	1	1	0	-6	22
OC(CNCC1COc2ccccc2O1)COc1ccccc1F (stereo not given)	-2	-2	-2	-5	-2	-1	-8
O=C(Nc1ccccc1F)N1CCCCN2[C@H](CO)[C@@H](c3ccc(/C=C/c4ccccc4)cc3)[C@H]2C1	-7	nt	nt	0	11	28	-12
OC(COCCC12CC3CC(CC(C3)C1)C2)CN1CCCCC1 (stereo not given)	-8	-6	nt	-14	14	1	nt
O=S(=O)(c1cccc(C(F)(F)F)c1)N1CCN(c2cnccn2)CC1	-4	4	3	0	5	-7	-17
COc1cccc(NC(=O)COC(=O)C2CCCCC2)c1	-1	4	9	-11	4	26	-15
Cc1ccc(S(=O)(=O)N(C)C[C@H]2OCCCC[C@@H](C)Oc3ccc(NS(=O)(=O)c4ccc(Cl)cc4)cc3C(=O)N([C@@H](C)CO)C[C@H]2C)cc1	22*	3	-6	12	15	10	73*
COc1cccc(S(=O)(=O)N2CC3(CCN(C)CC3)c3c(n(C)c4cc(OC)ccc34)[C@H]2CO)c1	nt	nt	4	4	1	nt	nt
CCCCN(C)C(=O)CS(=O)(=O)Cc1nc(-c2cccc(OC)c2)oc1C	-1	1	-10	6	5	-4	31
COCC(=O)N1CC[C@@H]2[C@H](CO)Nc3ccc(C#Cc4ccccc4)cc3[C@@H]21	5	-2	-10	5	-20	4	4
COc1ccccc1/C=C/c1nc2ccccc2c(=O)o1	-1	2	8	2	-111	1	-110
CCCC[C@@H]1CNC(=S)N1CCCc1cc(OC)c(OC)c(OC)c1	-1	-1	?	14	-1	-5	-14
